OXTR agonist – agonists of human oxytocin receptor. P30559. CHO-OTR cells, Fluo-8 calcium fluorescence; normalized: DMSO 0%, oxytocin 100%. activation, % at 3 µM. actives 0.32% (n = 320,000);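 active = activation above the mean of all tested compounds plus 3 SD, cutoff set per screening run, cut at about 20% in these data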;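 also: peak over basal fluorescence ratio from a 100 s FLIPR kinetic read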
Target sequence (P30559 whole entry, looked up): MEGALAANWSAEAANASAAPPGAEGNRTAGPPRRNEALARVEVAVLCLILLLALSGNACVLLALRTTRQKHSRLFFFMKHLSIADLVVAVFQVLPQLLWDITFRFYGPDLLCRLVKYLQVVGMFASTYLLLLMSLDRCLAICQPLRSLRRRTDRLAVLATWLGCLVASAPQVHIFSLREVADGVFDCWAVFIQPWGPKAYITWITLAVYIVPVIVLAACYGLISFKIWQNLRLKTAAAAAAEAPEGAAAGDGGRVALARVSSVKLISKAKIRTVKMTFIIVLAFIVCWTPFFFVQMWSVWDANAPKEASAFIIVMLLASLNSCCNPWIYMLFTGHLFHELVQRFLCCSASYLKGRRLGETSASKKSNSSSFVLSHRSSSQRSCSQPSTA
GPR7 antag – human neuropeptides B/W receptor 1 antagonism | P48145 | GPR7-expressing cells, fluorescence antagonist assay | inhibition, % at 4.4 µM | actives 1.1% (n = 290,000); in the data active = inhibition above about 16%, passing the limit was not always enough;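 also: cells stimulated with the agonist NPW; 0% = agonist with vehicle and 100% = vehicle without agonist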
NALP1 inh – blocks the NALP1 inflammasome reconstituted in yeast | S. cerevisiae NALP1/ASC/caspase-1 growth, X-gal OD620, 72 h | inhibition, % at 10 µM | actives 0.61% (n = 280,000) | AID 2071; in the data active = inhibition mostly above about 24%, no sharp cut-off; inactive = mostly below about 32%; also: some compounds called inactive have numbers as strong as hits
DNA FID counter – displaces DNA intercalator in HCV helicase counter-screen; actives 0.17% (n = 290,000); AID 1845; inhibition, % at 7.9 µM; DNA fluorescent intercalator displacement, fluorescence; in the data active = inhibition above about 37%;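 also: 0% = vehicle and 100% = reference compound; higher means more ethidium bromide displaced from hairpin DNA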
MEKK3 PB1 HTS – raises or lowers MEK5 binding to the human MEKK3 PB1 domain; Q99759; bead-based flow cytometry, Alexa488-MEK5 binding to MEKK3; actives lie on both sides; 0 = blocked by unlabeled MEK5, 100 = vehicle; actives 1.4% (n = 290,000); binding response (% of control), % at 10 µM;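 active = binding response more than 3 SD above or below the average of its plate-row segment, actives on both sides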;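 also: Alexa488 bead fluorescence after subtracting the streptavidin-only scavenger bead signal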
Target sequence (Q99759 whole entry, looked up, the tested form may be a part): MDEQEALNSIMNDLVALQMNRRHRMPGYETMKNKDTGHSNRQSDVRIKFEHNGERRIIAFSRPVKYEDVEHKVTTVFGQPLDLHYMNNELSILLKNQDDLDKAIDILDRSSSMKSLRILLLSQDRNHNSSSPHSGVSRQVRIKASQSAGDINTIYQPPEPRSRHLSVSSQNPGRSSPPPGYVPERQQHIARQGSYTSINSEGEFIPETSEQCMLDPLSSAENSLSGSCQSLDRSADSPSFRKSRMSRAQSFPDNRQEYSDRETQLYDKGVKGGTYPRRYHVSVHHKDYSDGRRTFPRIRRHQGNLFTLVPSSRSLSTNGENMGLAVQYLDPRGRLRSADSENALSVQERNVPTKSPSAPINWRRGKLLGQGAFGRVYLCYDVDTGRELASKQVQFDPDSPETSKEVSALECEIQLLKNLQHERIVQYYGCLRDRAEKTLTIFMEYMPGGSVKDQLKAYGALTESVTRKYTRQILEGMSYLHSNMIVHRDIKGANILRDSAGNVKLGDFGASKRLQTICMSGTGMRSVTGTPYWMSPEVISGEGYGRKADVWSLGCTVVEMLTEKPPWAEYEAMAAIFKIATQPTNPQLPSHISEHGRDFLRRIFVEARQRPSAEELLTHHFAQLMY
PfM18AAP inh – blocks P. falciparum M18 aspartyl aminopeptidase. recombinant PfM18AAP, H-Glu-NHMec fluorogenic cleavage. inhibition, % at 7.35 µM. actives 1.2% (n = 290,000). AID 1822;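 active = inhibition above the campaign mean inhibition over all tested compounds plus 3 SD, cut at about 28% in these data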;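 also: 0% = plate median of test compound wells and 100% = 2 mM ZnCl2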
PHOSPHO1 block – inhibitors of human PHOSPHO1 phosphatase; actives 1.1% (n = 290,000); recombinant PHOSPHO1, absorbance phosphatase assay; Q8TCT1; inhibition, % at 13.3 µM; in the data active = inhibition above about 60%
MEKK2mut PB1 HTS – signal of MEK5 binding to mutant human MEKK2 PB1 domain; percent response, % at 10 µM; actives 0.35% (n = 290,000); bead flow cytometry, Alexa488-MEK5 binding to MEKK2 mutant; AID 1530; in the data active = percent response above about 24%, passing the limit was not always enough; also: inactives centre near 1; some results filed as inactive read as strong as hits; reference of the scale not given here
MEKK2 WT-MEK5 – raises or lowers MEK5 binding to wildtype human MEKK2 PB1 domain; bead flow cytometry, Alexa488-MEK5 binding to MEKK2 WT; actives lie on both sides; binding response (% of control), % at 10 µM; actives 1.1% (n = 290,000); AID 1531; in the data active = binding response below about 67% or above about 130%
Active calls of the source: *; nt = not tested or not shown; [ ] = another dose, or the depositor's remark.

SMILES	OXTR agonist	GPR7 antag	NALP1 inh	DNA FID counter	MEKK3 PB1 HTS	PfM18AAP inh	PHOSPHO1 block	MEKK2mut PB1 HTS	MEKK2 WT-MEK5
Cc1cc(=O)c2cc(Cl)ccc2[nH]1	0.8	-9.9	4.7	9.4	nt	-0.9	50.0	nt	nt
CCCc1c(C)nc2ccccc2c1SCCC#N	-2.4	3.2	-10.8	-16.1	60.0*[inhibitor]	11.0	7.4	0.0	93.0
O=C(Nc1cc(S(=O)(=O)N2CCOCC2)ccc1N1CCCC1)c1cnccn1	0.3	-3.9	41.9	-12.5	110.0	-1.9	0.8	28.0	108.0
C/C(CC(=O)Nc1ccccn1)=N\NC(=O)c1ccccc1O	-0.5	15.9	2.2	-13.6	99.0	7.8	3.0	6.0	102.0
Cc1ccc(S(=O)(=O)N2CCC(C(=O)C3C(=O)CCCC3=O)CC2)cc1	-0.2	-5.7	15.1	-7.1	109.0	-0.4	40.8	-4.0	101.0
Cc1cc(OCC(F)(F)C(F)(F)C(F)(F)C(F)F)nc(N)n1	0.9	-20.3	7.5	2.8	114.0	-8.9	33.1	4.0	105.0
COC(=O)c1ccc(OCC2NCCc3cc(OC)c(OC)cc32)cc1 (stereo not given)	0.9	13.2	36.5	-3.1	99.0	-1.6	38.0	-1.0	102.0
CCOc1ccccc1CN1CCC(Oc2cccc(C(=O)NCCOC)c2)CC1	-1.5	4.7	10.9	6.5	109.0	-0.7	nt	10.0	107.0
CN(c1ccccc1)S(=O)(=O)c1cccc(Cl)c1Cl	-0.5	-11.6	nt	-7.0	86.0	3.0	38.3	-28.0	78.0
O=C1c2ccccc2C(=O)N1CCCCN(C(=O)c1ccc([N+](=O)[O-])cc1)c1ccc(Cl)cc1	-1.5	20.9	14.6	-21.8	121.0	-10.3	-5.2	5.0	108.0
COc1ccc(NC(=S)Nc2ccc(OCc3ccccc3)cc2)c(OC)c1	0.4	3.1	43.9	0.2	102.0	-10.6	-6.4	4.0	105.0
O=C(Nc1nnc(C2=COCCO2)o1)c1cccc(Br)c1	-0.4	-7.2	-12.7	-10.9	101.0	2.5	61.0*	8.0	105.0
O=C1NC(c2ccccc2O)Nc2ccccc21 (stereo not given)	0.9	-12.5	0.9	-4.2	90.0	8.9	nt	1.0	100.0
c1ccc(-c2onc3c2CCCC3)cc1	-1.5	-7.1	8.8	0.7	95.0	3.3	18.6	0.0	100.0
CCN(CC)CCN1C(=O)C(=O)/C(=C(/O)c2ccc(S(=O)(=O)N3CCOCC3)cc2)C1c1ccccc1 (stereo not given)	0.4	-8.4	10.8	-0.4	103.0	-2.9	10.3	1.0	103.0
Cc1cc(=O)[nH]c(SCC(=O)N2CCc3ccccc3C2)n1	0.2	-7.3	-2.6	1.2	110.0	1.3	17.1	7.0	111.0
CCCCNC(=O)c1onc(CSc2ccncc2)c1C(=O)NCCCC	-1.5	nt	-3.7	nt	93.0	nt	39.7	5.0	92.0
CC(C(=O)Nc1cc(Cl)cc(Cl)c1)N1CCCC1 (stereo not given)	3.8	-8.8	-4.0	7.3	104.0	5.6	33.0	10.0	110.0
Cc1ccccc1N=Nc1ccc(O)c2ncccc12	0.2	-1.7	20.7	-2.8	96.0	2.8	-4.6	0.0	97.0
CSc1ccc(CNCC2CCCO2)cc1 (stereo not given)	-0.5	-2.0	14.9	5.1	104.0	-5.9	-23.5	2.0	104.0

With a hit mark in MEKK3 PB1 HTS, of those listed so far:
smiles | GPR7 antag | NALP1 inh | MEKK3 PB1 HTS | PfM18AAP inh | PHOSPHO1 block | MEKK2mut PB1 HTS | MEKK2 WT-MEK5
CCCc1c(C)nc2ccccc2c1SCCC#N | 3.2 | -10.8 | 60.0*[inhibitor] | 11.0 | 7.4 | 0.0 | 93.0

(listing goes on)
SMILES	OXTR agonist	GPR7 antag	NALP1 inh	DNA FID counter	MEKK3 PB1 HTS	PfM18AAP inh	PHOSPHO1 block	MEKK2mut PB1 HTS	MEKK2 WT-MEK5
CCN(C(=O)COC(=O)/C=C/c1c(C)nn(Cc2ccc(C)cc2)c1C)C1CCS(=O)(=O)C1 (stereo not given)	1.3	-10.1	7.9	-13.8	100.0	0.4	-4.0	-3.0	101.0
O=C(Nc1ccc(Cl)c([N+](=O)[O-])c1)c1ccc(NCCCN2CCOCC2)c([N+](=O)[O-])c1	11.0	-6.6	33.0	10.8	98.0	-10.4	25.3	1.0	102.0
Cc1cc(OCC(=O)N[C@@H](Cc2ccccc2)c2nc3ccccc3[nH]2)ccc1Cl	-2.7	3.7	19.9	-3.4	98.0	-7.1	1.1	-1.0	101.0
CCCCCC(=O)N1CCCC(c2nc(-c3ccc(OC)cc3)no2)C1 (stereo not given)	1.3	-1.9	-2.2	-32.5	99.0	0.7	21.6	-5.0	97.0
COc1ccc(/C=C2\OC(=S)N(C)C2=O)cc1	0.0	-2.5	-2.0	-3.6	91.0	-2.1	-38.4	-2.0	102.0
O=[N+]([O-])c1ccc2c(c1)C(N1CCOCC1)/C(=C/COc1ccc(Cl)cc1Cl)O2 (stereo not given)	-1.2	10.9	40.5	-13.0	nt	-1.2	-7.7	nt	nt
Cc1cc(C(F)(F)F)n2ncc(-c3cccc(Br)c3)c2n1	-1.4	-3.5	6.9	-7.4	90.0	1.6	4.5	-13.0	89.0
CCOC(=O)N1CCC(NC(=O)C2CCCN(S(=O)(=O)c3cccc4nsnc34)C2)CC1 (stereo not given)	-0.8	18.5	-0.2	-2.4	102.0	-5.5	1.7	2.0	106.0
COc1ccc(C(=O)/C=C/c2ccc(OC3CSC3)cc2)cc1	4.3	-4.0	12.8	3.1	103.0	-11.3	-6.8	-1.0	107.0
CC(=O)NC(CCS(C)(=O)=O)C(=O)Nc1ccc(F)cc1Cl (stereo not given)	-0.2	-16.2	14.2	-0.3	nt	-4.9	-4.6	nt	nt
O=CC1=C(c2ccccc2)Oc2ccccc2O1	-2.7	2.4	52.0*	21.6	110.0	4.5	13.0	8.0	107.0
CCN(CC)c1ccc(/C=C/c2cccc[n+]2C)c(OC)c1	14.9	37.3	6.8	-85.9	98.0	5.4	19.2	21.0	12.0*
O=C(CN(Cc1ccccc1)C(=O)CNS(=O)(=O)c1ccccc1)NCC1CCCO1 (stereo not given)	-0.6	-1.5	23.7	-16.5	98.0	-16.9	43.3	-3.0	101.0
CCOc1cccc2sc(N(CCN(CC)CC)C(=O)c3cccc([N+](=O)[O-])c3)nc12	1.6	-5.5	-30.9	6.8	104.0	2.8	-2.4	5.0	119.0
COc1ccc(N2CCN(C3CCN(S(=O)(=O)c4ccc(F)cc4)CC3)CC2)cc1	0.1	-1.6	4.9	-8.1	105.0	2.1	28.1	4.0	107.0
Cc1nn(-c2ccccc2)c(Cl)c1/C=N/NS(=O)(=O)c1ccc(Br)cc1	-1.9	-13.8	34.7	-4.9	83.0	5.0	19.2	-4.0	87.0
CC(O)[C@H]1CN=C(N)N1CCc1cc(C(F)(F)F)cc(C(F)(F)F)c1 (stereo not given in full)	0.5	nt	nt	nt	89.0	nt	26.5	4.0	101.0
Cc1cc(=O)[nH]c(N=N/C(=N/Nc2ccccc2C)c2ccccc2)n1	-1.4	-7.0	-7.0	2.1	106.0	3.7	92.4*	17.0	103.0
COc1cc(Br)cc(CN2CCN(c3ncccn3)CC2)c1O	nt	-18.2	-8.7	-11.2	105.0	1.9	-8.2	3.0	105.0
COc1cc(OC)cc(-c2cc3nc(C)c(CCC(=O)Nc4nc(C)cs4)c(C)n3n2)c1	0.7	-18.0	22.7	-6.8	109.0	-3.1	-18.5	-4.0	97.0

Shown as a markdown table: 5 of the compounds above
| Compound | OXTR agonist | GPR7 antag | NALP1 inh | DNA FID counter | MEKK3 PB1 HTS | PfM18AAP inh | PHOSPHO1 block | MEKK2mut PB1 HTS | MEKK2 WT-MEK5 |
| --- | --- | --- | --- | --- | --- | --- | --- | --- | --- |
| CCN(CC)CCN1C(=O)C(=O)/C(=C(/O)c2ccc(S(=O)(=O)N3CCOCC3)cc2)C1c1ccccc1 (stereo not given) | 0.4 | -8.4 | 10.8 | -0.4 | 103.0 | -2.9 | 10.3 | 1.0 | 103.0 |
| COc1ccc(C(=O)/C=C/c2ccc(OC3CSC3)cc2)cc1 | 4.3 | -4.0 | 12.8 | 3.1 | 103.0 | -11.3 | -6.8 | -1.0 | 107.0 |
| Cc1cc(OCC(=O)N[C@@H](Cc2ccccc2)c2nc3ccccc3[nH]2)ccc1Cl | -2.7 | 3.7 | 19.9 | -3.4 | 98.0 | -7.1 | 1.1 | -1.0 | 101.0 |
| O=C1NC(c2ccccc2O)Nc2ccccc21 (stereo not given) | 0.9 | -12.5 | 0.9 | -4.2 | 90.0 | 8.9 | nt | 1.0 | 100.0 |
| O=CC1=C(c2ccccc2)Oc2ccccc2O1 | -2.7 | 2.4 | 52.0* | 21.6 | 110.0 | 4.5 | 13.0 | 8.0 | 107.0 |

The results go on.
SMILES	OXTR agonist	GPR7 antag	NALP1 inh	DNA FID counter	MEKK3 PB1 HTS	PfM18AAP inh	PHOSPHO1 block	MEKK2mut PB1 HTS	MEKK2 WT-MEK5
CN(C(=O)CC1C(=O)NCCN1Cc1ccc(F)cc1)C1CCOCC1 (stereo not given)	1.1	-3.8	-4.6	-4.1	88.0	-5.1	23.7	-13.0	93.0
CCC(c1nnc(SCC(=O)Nc2c(F)cccc2F)n1Cc1ccccc1)N(C)C (stereo not given)	0.3	-12.4	11.4	-15.5	105.0	-0.8	30.1	5.0	107.0
O=C(c1ccc2ncsc2c1)N1CCN(c2nc3ccccc3s2)CC1	7.8	-8.2	4.8	-48.9	105.0	-0.1	17.4	6.0	107.0
COc1ccc(NC(=O)COC(=O)c2ccc(OCc3ccc(Cl)cc3Cl)c(OC)c2)c(OC)c1	-0.7	-9.6	24.3	1.2	101.0	11.1	-4.5	6.0	100.0
O=C(O)c1cc2ncc(CCO)cn2n1	-0.1	-4.0	-11.7	3.5	105.0	4.4	-18.4	0.0	102.0
O=C(CCC(=O)c1cccs1)Nc1nnc(C2CC2)s1	1.4	-14.8	-17.5	-5.9	94.0	3.7	-2.7	-5.0	90.0
Brc1ccc(CSc2nccn2-c2ccccc2)cc1	-0.3	8.7	4.9	-11.1	108.0	-4.1	-58.7	1.0	115.0
CCC(=O)n1nc(-c2ccc(OC)cc2)nc1NCc1cccs1	nt	-12.0	0.6	-2.5	114.0	-0.5	1.5	-6.0	104.0
CC(C)C[C@H](NC(=O)N1CCn2c1nc1ccccc12)C(=O)NCCc1ccccc1	-0.4	-2.0	9.3	-51.0	99.0	2.5	-18.3	1.0	101.0
CC(C)CC1=NC(C(F)(F)F)(C(F)(F)F)c2c(n(CC(C)C)c(=O)[nH]c2=O)N1	1.0	-16.5	13.5	-8.7	106.0	2.6	-6.2	9.0	106.0
CC(=O)Nc1ccc(S(=O)(=O)Nc2ccccc2C(=O)NCc2cccnc2)cc1	1.2	6.0	18.3	3.0	103.0	3.0	-15.1	-1.0	95.0
COC(=O)c1cc(S(=O)(=O)NCc2cccs2)c[nH]1	0.7	-5.8	0.8	-0.7	100.0	1.6	42.6	3.0	100.0
Cc1c(NS(=O)(=O)c2ccc(Cl)c(C(=O)OCC(=O)NCc3ccco3)c2)c(=O)n(-c2ccccc2)n1C	0.0	-4.0	-1.0	-44.8	116.0	5.6	47.0	1.0	110.0
Cc1ccc(C(=O)NNc2nc3ccccc3nc2C(F)(F)F)cc1	-1.9	-3.3	4.0	1.7	102.0	2.1	-12.0	3.0	101.0
O=C(CSc1nnnn1-c1ccccc1F)Nc1nc2ccccc2s1	0.5	-0.1	5.2	-3.9	103.0	1.2	-4.4	-1.0	99.0
COC(=O)c1ccc(Oc2coc3cc(OCc4ccc([N+](=O)[O-])cc4)ccc3c2=O)cc1	0.2	-4.2	29.0	-3.9	99.0	-14.6	0.1	-1.0	101.0
O=c1c2ccccc2c(=O)n(Cc2ccccc2)n1Cc1ccccc1	-0.2	2.0	23.6	-7.3	87.0	-8.1	-7.4	-1.0	96.0

Bioassay records: PubChem BioAssay, several laboratories
